TRPV1 ag: activates the human vanilloid receptor TRPV1. TRPV1-expressing cells, Fluo-8 calcium influx, agonist mode. activation, % at 8.33 µM. 320,000 compounds, 0.19% hits; in the data active means activation above about 80%; inconclusive means between about 30% and that limit; further: 0% is about no effect
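Fluo-8 calcium influx in TRPV1-expressing cells, kinetic read (ex 480/em 520 nm). Compound added and read 3 min for agonist activity, followed by capsaicin at EC20 final and 2 min further read for enhancement.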
A-T KAP1 phos: candidate therapy for ataxia-telangiectasia | […] A-T fibroblasts, KAP-1 phosphorylation AlphaLISA; neocarzinostatin DNA damage 30 min before lysis | Potency, µM (highest dose often 57.5 µM), without a hit: top-dose activation, actives largely listed as activators | 320,000 compounds, 0.19% hits | AID 485349; further: potency means the concentration at half of the fitted maximal effect; % of control where 0% means no effect; nearly all actives have a fitted effect of over 45% in size
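ATM-like activity read as KAP-1 phosphorylation via AlphaLISA donor/acceptor antibody pairs after lysis and 6 hr at 25C. Cells were ATM-null patient fibroblasts ([…], hTERT), dosed 60 min, then exposed to the DSB inducer NCS for 30 min.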
KCNH2 3.1 block: KCNH2 3.1 (human) potassium channel inhibition. U2OS KCNH2 3.1, thallium flux FluxOr; stronger effect = lower value. activity change, % (tested at about 1.8 µM). 340,000 compounds, 0.95% hits. AID 720553;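 active means maximum activity change below -70%; inconclusive means maximum activity change from -70% to -50%; inactive means maximum activity change above -50%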;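 further: thallium influx rate constant from kinetic fluorescence after stimulation buffer; on the % scale 0 is the no-effect control and ±100 the full control effect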
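Thallium flux via FluxOr fluorescence (Red40 quencher, 45 min loading) in U2OS cells virally expressing the KCNH2 3.1 isoform (1.77 x 10^8 /mL virus, overnight at 37 C). Rate constants from 2-min kinetic reads post-stimulation, normalised to positive and negative controls.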
USP2a inh: blocks human ubiquitin-specific protease USP2a. USP2 core, Ub-CHOP2 coupled fluorogenic reporter, 485/531. 330,000 compounds, 0.01% hits. O75604. Potency, µM (series often up to 38.3 µM), inactives show at the top dose activity change, negative = inhibition, usual class: inhibitors. AID 463254;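 further: potency means the concentration at half of the fitted maximal effect; plate controls were DMSO wells for no effect and full inhibition by NEM control for full effect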
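Cell-free coupled assay: 10nM USP2 core preincubated 30min RT with compound in Tris-HCl pH 8.0/CaCl2/CHAPS buffer, then 25nM Ub-CHOP2 and 25nM reporter substrate; fluorescence (Ex 485/Em 531) read after 60min RT, normalized to NEM inhibition, concentration-response curves fitted.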
Eya2 phos inh: inhibitors of human Eya2 phosphatase activity | Potency, µM (highest dose often 76.9 µM), inactives show top-dose activity, negative = inhibition, actives largely listed as inhibitors | O00167 | AID 488837 | 330,000 compounds, 0.006% hits | recombinant Eya2, OMFP fluorescence dephosphorylation (OMFP is methylfluorescein phosphate); further: potency means the concentration at half of the fitted maximal effect; on the % scale 0 is the no-effect control and ±100 the full control effect
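Eya2 protein (added as 0.2 uM solution) was preincubated with compound for 10 min at ambient temperature in 50 mM HEPES pH 7.5, 50 mM NaCl, 5 uM MgCl2, 0.05% BSA, 1 mM DTT. OMFP (added at 50 uM) then reacted 10 min; fluorescence read at 485/525 nm.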
Mito fusion act: blocks mitochondrial division or promotes mitochondrial fusion; Potency, µM (titrated, usually from 46.1 µM), for the others: at the highest dose growth rescue (activation), most hits filed as activators; S. cerevisiae fusion-defective mutant growth rescue, CellTiterGlo 48 h; 320,000 compounds, 0.23% hits;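 further: potency means the concentration at half of the fitted maximal effect; % of control where 0% means no effect; nearly all actives have a fitted effect of over 45% in size; temperature-sensitive fusion mutants such as fzo1-1 at 37 °C on non-fermentable ethanol glycerol medium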
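Luminescent cell viability in 1536-well qHTS format served as the measure of rescued growth in ts fusion-mutant S. cerevisiae cultured on non-fermentable YPEG for 48 hours at 37C.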
TSHR antag: antagonists of human thyroid stimulating hormone receptor. P16473. 330,000 compounds, 0.2% hits. TSHR-expressing cells, TSH-stimulated cAMP HTRF, 2 h; stronger effect = lower value. activity change, negative = inhibition, % at 11.5 µM;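 active means activity change below a set negative limit, meaning inhibition stronger than a set level, cut at about -70% in these data; inconclusive means activity change between two set negative limits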; further: on the % scale 0 is the no-effect control and ±100 the full control effect
Target sequence (P16473 whole entry, looked up): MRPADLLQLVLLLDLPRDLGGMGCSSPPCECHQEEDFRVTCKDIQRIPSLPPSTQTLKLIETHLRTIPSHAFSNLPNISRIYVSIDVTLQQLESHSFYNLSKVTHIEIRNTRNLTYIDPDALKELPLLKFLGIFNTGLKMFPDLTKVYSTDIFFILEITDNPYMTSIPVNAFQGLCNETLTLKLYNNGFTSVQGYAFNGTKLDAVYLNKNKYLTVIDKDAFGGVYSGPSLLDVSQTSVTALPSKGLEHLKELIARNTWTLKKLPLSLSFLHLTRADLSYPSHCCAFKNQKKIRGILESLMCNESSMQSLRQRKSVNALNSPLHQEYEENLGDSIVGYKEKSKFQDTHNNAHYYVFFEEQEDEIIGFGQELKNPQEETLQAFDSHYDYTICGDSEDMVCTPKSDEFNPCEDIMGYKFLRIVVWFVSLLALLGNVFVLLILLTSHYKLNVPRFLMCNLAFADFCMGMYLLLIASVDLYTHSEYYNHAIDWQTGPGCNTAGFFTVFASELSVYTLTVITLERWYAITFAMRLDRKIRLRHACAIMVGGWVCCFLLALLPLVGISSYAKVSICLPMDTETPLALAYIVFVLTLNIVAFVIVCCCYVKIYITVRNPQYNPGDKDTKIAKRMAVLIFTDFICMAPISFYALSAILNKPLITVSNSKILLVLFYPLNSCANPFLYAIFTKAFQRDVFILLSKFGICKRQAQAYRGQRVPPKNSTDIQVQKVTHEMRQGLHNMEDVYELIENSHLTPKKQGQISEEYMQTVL
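TSHR-expressing cells were treated with compounds, then stimulated with TSH at EC80 (4nM final) for 2 hours at 37 deg C. Cellular cAMP was measured by HTRF competition between lysate cAMP and cAMP-d2 for a cryptate-labelled anti-cAMP antibody.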
ELG1 DNA repair: inhibitors of ELG1-dependent DNA repair in HEK293T cells | HEK293T ELG1-luciferase reporter, luminescence, 16 h; DNA damage induced by 5-fluorouridine | Potency, µM (titrated, usually from 46.1 µM), inactives show top-dose activity change, negative = inhibition, most hits filed as inhibitors | 330,000 compounds, 2.3% hits | AID 504467; further: potency means the concentration at half of the fitted maximal effect; on the % scale 0 is the no-effect control and ±100 the full control effect; nearly all actives have a fitted effect of over 55% in size
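Overnight (16 hr) co-exposure of 2,000 cells/well to 5-fluorouridine and compound at 37 °C preceded detection. Luciferase was quantified via ONE-Glo luminescence; loss of signal denotes inhibition.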
TCR activator: activators of T cell receptors; Potency, µM (highest dose often 9.22 µM), for the others: top-dose activation of IL-2 secretion, actives largely listed as activators; primary human leukocytes, anti-CD3, IL-2 HTRF, 48 h; 330,000 tested, under 10 active; further: % of control where 0% means no effect
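1) Mix primary human leukocytes, a-CD3 beads and compound. 2) Incubate 48 hr. 3) Add HTRF IL-2 reagents (a-IL-2-K, a-IL-2-d2).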
KCNH2 WT inh: blocks the wildtype human KCNH2 potassium channel | Q12809 | U2OS, BacMam KCNH2, thallium flux FluxOr; stronger effect = lower value | activity change, % at 1.84 µM | 340,000 compounds, 0.37% hits | AID 720551;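 active means maximum activity change below -70%; inconclusive means maximum activity change between -70% and -50%; inactive means maximum activity change above -50%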; further: on the % scale 0 is the no-effect control and ±100 the full control effect
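U2OS cells transduced with wild-type KCNH2 virus are loaded with FluxOr dye for 45 min, and thallium flux is measured in kinetic reads before and after stimulation buffer. Rate constants are normalized to DMSO controls.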
The depositor's hits bear a star; ? = inconclusive; . = no result given; & = joins results of further samples; [ ] = another dose, or the depositor's remark. Unless noted, the call rests on the fitted dose curve; in most records, active means well fitted curve in the direction sought with a large enough effect; inconclusive means small, poorly fitted or top-dose-only effect, or another doubt; inactive means no such curve, though single readings can be large; an effect the other way counts as inactive or inconclusive. Some of the compounds tested; the hit share may differ from the screen's.

SMILES	TRPV1 ag	A-T KAP1 phos	KCNH2 3.1 block	USP2a inh	Eya2 phos inh	Mito fusion act	TSHR antag	ELG1 DNA repair	TCR activator	KCNH2 WT inh
O=C(OCc1nc2ccc(Cl)cc2n1CCO)c1ccc(O)cc1	26.6	5.4%	3.5	0.8%	-6.2%	3.0%	8.0	0.6%	3.6%[46.1 µM]	-5.3
Cc1ccc(N2C(=O)N(CC(=O)Nc3ccc(C)cc3C)C(=O)C2C)cc1 (configuration not stated)	20.0	-0.8%	-0.9	-1.0%	-15.2%	0.1%	21.3	-0.2%	3.6%	1.4
CCC(C)Nc1nc(-c2cccc(OC)c2O)nc2ccccc12 (configuration not stated)	24.8	3.0%	-14.4	2.2%	-7.6%	0.8%	40.9	17.8%	10.0%	-4.6
Fc1ccccc1N1CCN(CC2CC3C=CC2C3)CC1 (configuration not stated)	0.7	.	-2.6	-2.6%	3.9%	-0.8%	-8.7	3.0%	2.3%	13.9
Cc1ccccc1-n1c(O)cc(=O)[nH]c1=S	1.1	-4.8%	-7.2	0.8%	2.5%	-2.6%	-1.8	5.4%	3.4%	-2.5
CC(C)CCOc1cccc(OCC(=O)Nc2ccncc2)c1	?	-6.4%	-8.2	-0.5%	5.5%	-57.7%[inhibitor]	-32.9	?	3.8%	-2.3
Cc1cc(C)cc(OCCn2nnc3ccccc32)c1	-0.6	-6.7%	-0.2	-0.6%	-10.7%	-2.2%	7.5	?	-0.4%	9.3
CC(=O)Oc1ccc2ccc(=O)oc2c1	-1.5	14.7%	-0.4	1.0%	-7.6%	-0.1%	0.4	14.3%	-4.6%	-1.0
O=S(=O)(c1cnc(Cl)c(Br)c1)N1CCCCCC1	25.7	-1.5%	12.6	0.3%	5.3%	6.3%	7.0	-20.8%	-4.4%[46.1 µM]	4.6
COC(=O)[C@@]12CCCCN1[C@H](c1ccc(-c3ccc(C(C)=O)cc3)c(OC)c1)[C@@H]1C(=O)N(C)C(=O)[C@@H]12	-2.1	9.7%	-5.8	-14.2%	-12.0%	13.0%	-0.5	10.1%	9.2%	2.1
O=C(N/N=C/c1ccccn1)c1ccc(NC(=O)c2cccc([N+](=O)[O-])c2)cc1	28.4	1.1%	-70.6*	0.0%	18.6%	2.7%	30.7	16.4µM*	-15.4%	-6.4
CC1CCN(C(=O)CSc2nnc(CNc3ccc(F)cc3)n2Cc2ccco2)CC1	12.8	.	9.6	.	.	1.8%	.	.	5.6%	5.0
Cc1cc(C)n(CC(=O)N2CCCC(N3CCN(c4ccc(F)cc4)CC3)C2)n1 (configuration not stated)	3.0	6.2%	-4.4	-4.0%	-0.1%	0.1%	28.5	1.2%	-2.8%	6.7
CN(C)c1ccc(C(CC(=O)O)C(=O)O)cc1 (configuration not stated)	-9.5	11.5%	-1.2	-0.1%	0.1%	9.6%	0.4	?	10.2%	1.7
CN(CC(=O)Nc1cccc(F)c1)C(=O)c1ccc(-c2cccc(C(F)(F)F)c2)o1	1.5	.	-3.2	-27.2%	-10.1%	7.7%	-30.0	0.291µM*	-1.7%	4.7
Cc1ccccc1NC(=O)c1sc(NC(=O)COc2ccccc2)c(C#N)c1C	1.3	3.8%	-2.2	2.7%	0.0%	-1.7%	-4.8	23.1µM*	-2.7%[46.1 µM]	4.0
CCOC(=O)C(C(C)=O)c1nc(C)nc2c1nnn2Cc1ccccc1Cl (configuration not stated)	-1.4	17.4%	-9.2	-13.8%	-6.1%	25.5%	15.8	?	2.3%[46.1 µM]	-2.1
Cc1ccc(S(=O)(=O)CCC(=O)Nc2sccc2C(N)=O)cc1	.	-14.0%	17.3	3.6%	-0.7%	.	-15.1	-4.7%	-5.0%[46.1 µM]	-3.1
CC(C)(C)NC(=O)NC12CC3CC(CC(C3)C1)C2	0.6	-1.1%	-2.0	0.9%	0.1%	-2.3%	-8.9	-3.2%	3.0%	-1.7
Cc1cc(C)c(NC(=O)CSc2nccn2C)c(C)c1	-3.5	1.9%	41.1	0.4%	0.3%	-7.6%	37.9	8.8%	2.2%[46.1 µM]	6.8

Some of the entries so far, bar-delimited:
SMILES | TRPV1 ag | A-T KAP1 phos | KCNH2 3.1 block | USP2a inh | Eya2 phos inh | Mito fusion act | TSHR antag | ELG1 DNA repair | TCR activator | KCNH2 WT inh
O=C(N/N=C/c1ccccn1)c1ccc(NC(=O)c2cccc([N+](=O)[O-])c2)cc1 | 28.4 | 1.1% | -70.6* | 0.0% | 18.6% | 2.7% | 30.7 | 16.4µM* | -15.4% | -6.4
CC1CCN(C(=O)CSc2nnc(CNc3ccc(F)cc3)n2Cc2ccco2)CC1 | 12.8 | . | 9.6 | . | . | 1.8% | . | . | 5.6% | 5.0

Further entries follow.
SMILES	TRPV1 ag	A-T KAP1 phos	KCNH2 3.1 block	USP2a inh	Eya2 phos inh	Mito fusion act	TSHR antag	ELG1 DNA repair	TCR activator	KCNH2 WT inh
CC1CNCCN1S(=O)(=O)c1cccc2cnccc12 (configuration not stated)	1.7&-0.9	0.7%&5.8%	-7.3&6.2	-0.6%&1.6%	4.7%&-8.0%&-30.6%	-0.8%&-3.7%&-6.5%	-19.4&-31.8&-7.2	?	-4.2%&-1.8%	-3.8&-1.4
COc1ccc(NC(=O)C2CCN(S(=O)(=O)c3cccs3)CC2)cc1OC	1.8	-4.4%	3.6	5.1%	1.7%	-1.7%	-8.8	?	.	4.1
O=C(O)/C=C/C(=O)Nc1ccccc1C(=O)Nc1ccccc1	-1.4	5.3%	-12.3	1.8%	23.9%	0.3%	-1.4	?	-4.9%	0.8
Oc1ccc(-c2nc3ccccn3c2NCc2ccco2)cc1	26.4	0.8%	-4.2	-1.8%	-17.0%	-0.1%	-12.2	?	-1.8%	12.4
CCOC(=O)c1ccc(NC(=O)COc2ccccc2OC)cc1	.	-4.6%	-5.0	2.7%	-13.1%	1.4%	4.1	-5.9%	-2.0%	-9.1
COc1ccc(COC(=O)c2ccc(Cl)c(S(=O)(=O)N3CCOCC3)c2)cc1F	5.4	-2.5%	7.8	0.1%	-8.0%	-0.6%	-10.0	?	-2.3%	-2.4
O=C(OCC(=O)N1CCOCC1)c1ccccc1Cc1ccccc1	?	7.7%	21.7	2.8%	-2.9%	1.1%	-5.6	?	3.3%[46.1 µM]	-13.1
CCn1nc(NS(=O)(=O)c2ccc([N+](=O)[O-])cc2)c2cc3ccc(C)cc3nc21	-0.5	-7.7%	2.7	-0.7%	-2.6%	15.0%	-19.2	-10.6%	-1.3%	31.2
O=C(NC1CC1)C1=C[C@H](C2CCCCC2)C[C@H](OCc2ccc(CO)cc2)O1	27.6	-20.4%	-6.0	-2.1%	6.6%	5.0%	11.0	?	-1.5%	-3.7
COc1ccc(-c2nnc(SCC(=O)N3CCOCC3)o2)cc1OC	1.2	-2.3%	0.4	-1.1%	7.9%	3.3%	2.2	-0.8%	3.2%	2.2
O=C(O)/C=C/C(=O)Nc1ccc(SC(F)(F)C(F)(F)C(F)(F)F)cc1	-3.7	5.7%	-5.4	2.6%	-2.1%	?	-8.9	6.5%	0.0%	5.1
CCNC(=S)NNC(=S)NCc1ccccc1	-2.9	0.3%	.	0.2%	0.2%	.	-19.1	-9.6%	-2.6%[46.1 µM]	-11.1
COc1cc(/C=C2\SC(=O)N(CC(=O)Nc3ccc(C)cc3)C2=O)cc(Cl)c1OCC(=O)O	1.6	2.1%	-4.3	0.7%	6.6%	-1.7%	-9.7	4.5%	-11.8%	0.1
C=C(C)Cn1c(N2CCC(Cc3ccccc3)CC2)nc2c1c(=O)[nH]c(=O)n2C	-0.5	5.1%	-12.1	3.4%	1.5%	15.8µM*	-24.2	?	1.1%[46.1 µM]	-7.8
O=C(c1ccco1)N(Cc1ccco1)c1ccc(O)cc1	2.2	2.4%	13.1	1.0%	0.3%	-2.0%	-4.7	-18.5%	-1.8%	-3.1
CCN(c1ccccc1)S(=O)(=O)c1cc(NC(=O)Nc2ccccc2C#N)ccc1Cl	16.4	-2.2%	-15.1	3.8%	5.8%	5.7%	-6.3	20.6µM*	0.3%[46.1 µM]	-1.3
Cc1cc(C)n2nc(SC(C)C(=O)N3CC(C)OC(C)C3)nc2n1 (configuration not stated)	.	-2.1%	-1.7	3.5%	7.1%	.	3.7	24.1%	-3.7%	13.0
Cc1cccc(C(=O)N2CCCC(N3CCN(c4cccc(Cl)c4)CC3)C2)n1 (configuration not stated)	-2.0	6.2%	25.9	2.8%	7.1%	0.8%	1.7	-1.8%	-2.3%	-13.9
Cc1[nH]c2ccccc2c1C(=O)COC(=O)c1c(-c2ccccc2Cl)noc1C	-6.0	10.6%	13.4	-0.2%	2.0%	12.9%	4.6	?	-4.2%[46.1 µM]	-12.3
COc1cccc(-n2ccnc2SCC(=O)N2CCCc3ccccc32)c1	?	0.0%	2.1	3.3%	-2.8%	2.1%	-5.5	12.2%	-5.4%[46.1 µM]	15.0
